Compound activity as filed in PubChem.
EPAC2 agonist: activates human EPAC2 exchange factor. EPAC2 activation, biochemical qHTS; response scale: 100% = 6.5 mM cAMP response. Q8WZA2. 0.079% of 360,000 active. Potency, µM (titrated, usually from 154 µM), inactives show at the top dose activation, usual class: activators; note: potency is the fitted concentration of half-maximal effect; nearly all actives have a fitted effect of over 50% in size
Target sequence (Q8WZA2 whole entry, looked up): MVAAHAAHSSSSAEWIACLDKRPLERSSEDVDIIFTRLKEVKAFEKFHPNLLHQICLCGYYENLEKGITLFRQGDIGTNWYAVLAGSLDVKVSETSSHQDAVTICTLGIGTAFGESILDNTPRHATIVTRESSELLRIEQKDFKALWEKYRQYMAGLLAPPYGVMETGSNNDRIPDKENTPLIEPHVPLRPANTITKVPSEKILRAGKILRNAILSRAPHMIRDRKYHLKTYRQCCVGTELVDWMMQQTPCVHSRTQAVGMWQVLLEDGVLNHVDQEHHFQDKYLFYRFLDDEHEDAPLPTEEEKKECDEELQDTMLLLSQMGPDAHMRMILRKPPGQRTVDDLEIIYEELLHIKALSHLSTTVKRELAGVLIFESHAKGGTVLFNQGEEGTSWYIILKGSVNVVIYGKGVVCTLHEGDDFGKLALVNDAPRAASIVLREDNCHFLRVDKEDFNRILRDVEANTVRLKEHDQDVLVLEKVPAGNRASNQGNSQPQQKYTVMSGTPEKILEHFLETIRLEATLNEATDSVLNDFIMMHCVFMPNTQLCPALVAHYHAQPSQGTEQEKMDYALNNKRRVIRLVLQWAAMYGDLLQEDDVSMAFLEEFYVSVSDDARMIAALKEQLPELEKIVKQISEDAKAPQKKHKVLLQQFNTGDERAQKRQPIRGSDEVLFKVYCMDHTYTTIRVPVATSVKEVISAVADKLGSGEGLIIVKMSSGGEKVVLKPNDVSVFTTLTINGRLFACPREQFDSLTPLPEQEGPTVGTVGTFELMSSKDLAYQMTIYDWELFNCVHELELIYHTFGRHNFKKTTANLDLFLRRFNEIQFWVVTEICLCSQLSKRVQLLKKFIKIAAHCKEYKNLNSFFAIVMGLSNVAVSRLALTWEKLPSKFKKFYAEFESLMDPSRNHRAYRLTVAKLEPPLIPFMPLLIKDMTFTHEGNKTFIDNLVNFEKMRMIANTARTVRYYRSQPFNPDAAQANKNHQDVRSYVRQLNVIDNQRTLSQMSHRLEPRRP
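Compounds were titrated in qHTS against a Rap1B-BODIPY-GDP (250 nM) complex with EPAC2 (100 nM) and GDP (50 uM). BODIPY-GDP release tracked at 480/540 nm over 30 min at room temperature, normalized to 6.5 mM cAMP.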
IL2 activator: IL-2 activation; IL-2 activation reporter assay, cell-based qHTS; stimulated with anti-CD3/CD4/CD28 beads; in transgenic mouse T cells; activation, % (series mostly up to about 46 µM); 0.065% of 360,000 active; in the data active = activation above about 50%; inconclusive = mostly about 30% to 49%; note: 0% is about no effect
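Unstimulated transgenic mouse T cells preincubated 60 min with compound, then stimulated with anti-CD3/anti-CD4-coated beads plus anti-CD28 for 18 h at 37 degrees C. IL-2 response read as EGFP and DsRed fluorescence by plate cytometry.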
TGFb inhibitor: inhibitors of TGF-b signaling | HepG2 CAGA-GFP TGF-b/SMAD3 reporter, GFP fluorescence, 18 h; TGF-beta stimulated, 500 pg/mL final | Potency, µM (highest dose often 46.1 µM), for inactives: top-dose activity, negative = inhibition, hits mostly inhibitors | 1.2% of 410,000 active | AID 588855; note: potency is the fitted concentration of half-maximal effect; % is set by controls: 0 for no effect and ±100 for the full control effect; nearly all actives have a fitted effect of over 65% in size
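Inhibition of TGF-beta-driven CAGA-GFP reporter expression in HEPG2 cells is measured by cellular GFP fluorescence after 18 h stimulation with 500 pg/mL recombinant TGF-beta in 1% FBS medium at 37 degrees C.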
HepG2 tox: HepG2 cytotoxicity, counter-screen for TGF-b inhibitors; HepG2 CAGA-GFP viability, ATP luminescence, 18 h; Potency, µM (titrated, usually from 46.1 µM), without a hit: top-dose activity change, negative = cytotoxicity, usual class: cytotoxic; 0.76% of 410,000 active; note: potency is the fitted concentration of half-maximal effect; some results filed as inactive show a strong effect at the top dose
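CellTiter-Glo luminescence gave cytotoxicity after 18 hours at 37 degrees C. The cells were HepG2 CAGA-GFP in 1% FBS DMEM, stimulated with 500 pg/mL TGF-beta after compound addition. %Activity was normalised to no-cell wells (complete cell-killing) and DMSO (no toxicity), and curves were fitted and classified.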
ATXN viability: reduces viability in counter-screen for ATXN expression inhibitors | S2 cells (HEK-293 line with an ATXN2-luciferase reporter) viability, CellTiter-Fluor protease fluorescence, 24 h | Potency, µM (titrated, usually from 56.7 µM), usual class: cytotoxic | 0.49% of 400,000 active | AID 651635; note: potency is the fitted concentration of half-maximal effect; nearly all actives have a fitted effect of over 40% in size
Nrf2 ARE act: Nrf2 pathway activation; AREc32 ARE-luciferase reporter (MCF7-derived line), luminescence, 24 h; Potency, µM (titrated, usually from 46.1 µM), without a hit: top-dose activation, actives largely listed as activators; 0.31% of 410,000 active; note: potency is the fitted concentration of half-maximal effect; % of control where 0% means no effect; nearly all actives have a fitted effect of over 65% in size
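Quantitative high-throughput format: AREc32 reporter cells, 1000 per well, received compound by pin transfer and were incubated 24 hr at 37 deg C, 5% CO2, before Steady-Glo luminescence detection.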
Nrf2 inh: Nrf2 pathway inhibition; A549 ARE-Fluc reporter, luciferase luminescence, 18-24 h; Potency, µM (doses to about 46 µM), without a hit: at the highest dose activity change, negative = inhibition, hits mostly inhibitors; 2.1% of 360,000 active; AID 504444; note: potency is the fitted concentration of half-maximal effect; % is set by controls: 0 for no effect and ±100 for the full control effect; nearly all actives have a fitted effect of over 60% in size
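Concentration-response testing used A549 ARE_Fluc cells at 5000 cells/well. Following an 18-24 h compound incubation, viability was read by fluorescence (Ex 405/Em 525) and luciferase output by luminescence.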
A549 viability: A549 cytotoxicity, counter-screen for Nrf2 inhibitors. A549 ARE-Fluc cells, CellTiter-Fluor viability, 18-24 h. Potency, µM (top dose mostly 46 µM), for inactives: at the top dose activity change, negative = cytotoxicity, usual class: inhibitors. 0.16% of 390,000 active. AID 504648; note: potency is the fitted concentration of half-maximal effect; % is set by controls: 0 for no effect and ±100 for the full control effect
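A549 ARE-Fluc cells in 5% FBS OPTI-MEM, 5000 cells/well, rested 2 h then exposed to compounds in concentration-response for 18-24 h at 37 °C. Viability by CellTiter-Fluor fluorescence (Ex 405/Em 525) after 30 min; luciferase luminescence (BugLite, 15 min, RT) read afterwards.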
ATXN2 expr inh: reduces ATXN2 reporter expression in HEK-293 cells; HEK-293 ATXN2-luciferase reporter, luminescence, 24 h; Potency, µM (top dose mostly 57 µM), for inactives: top-dose activity change, negative = inhibition, hits mostly inhibitors; 0.72% of 360,000 active; AID 1745845; note: potency is the fitted concentration of half-maximal effect; % is set by controls: 0 for no effect and ±100 for the full control effect; nearly all actives have a fitted effect of over 55% in size
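ATXN2-luciferase reporter cells (luciferase flanked by upstream and downstream ATXN2 gene portions) were treated 24 h at 37 °C with compounds at up to 57 uM. SteadyGlo luminescence gave expression; GF-AFC fluorescence gave viability.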
* marks the source's active call; other numbers are inactive results; i = inactive; ? = inconclusive; . = no result given; [ ] = dose if it differs, or a comment. Unless noted, calls come from the whole dose curve; as a rule, active = well fitted curve in the direction sought with a large enough effect; inconclusive = small, poorly fitted or top-dose-only effect, or another doubt; inactive = no such curve, though single readings can be large; an effect the other way counts as inactive or inconclusive.

[1] Cn1c(=O)[nH]c(=O)c2c1nc(CN(Cc1ccccc1)Cc1ccccc1)n2CCN1CCOCC1
[2] O=C1C2CCCCN2C(=O)N1CCN1CCN(c2cccc(Cl)c2)CC1 (stereo not given)
[3] CC(OC(=O)CNC(=O)c1cccs1)C(=O)Nc1ccc(S(N)(=O)=O)cc1 (stereo not given)
[4] COC(=O)CN1C(=O)[C@H]2[C@@H](/C=C/c3ccccc3)N3C(=O)CN(CCO)C(=O)[C@@]3(Cc3ccccc3)[C@H]2C1=O
[5] CCCCCN(C(=O)CCC(=O)OCC(=O)N(C)Cc1ccc(C)cc1)c1c(N)n(CCCC)c(=O)[nH]c1=O
[6] CCCCCn1c(=O)[nH]c2cc(C(=O)Nc3ccc(F)c(F)c3)ccc2c1=O
[7] O=C(CCn1c(=O)oc2ccccc21)N1CCN(C(c2ccccc2)c2ccccc2)CC1
[8] CCOCc1cc(C)[nH]c(=O)c1C#N
[9] COc1ccc(/C=C2\CCOC2=O)cc1
[10] Cc1cccc(-n2ncc3c2CCCC3NC(=O)c2cccs2)c1C (stereo not given)
compound no. | 1 | 2 | 3 | 4 | 5 | 6 | 7 | 8 | 9 | 10
EPAC2 agonist | 11% | 5% | 12% | -2% | -3% | . | 8% | 10% | 5% | -4%
IL2 activator | -2.3 | 0.4 | 0.6 | -0.3 | -2.6 | . | 0.4 | -0.6 | 0.1 | -3.5
TGFb inhibitor | ? | 18% | -2% | -7% | 6% | 2% | -24% | -1% | 12% | 3%
HepG2 tox | -35% | -8% | -37% | -15% | 1% | 2% | -1% | 14% | -3% | 2%
ATXN viability | i | i | i | i | i | ? | i | i | i | i
Nrf2 ARE act | -0.5% | -0.8% | 0.4% | -1.3% | -1.2% | -0.2% | 5.3% | -0.8% | 4.1% | -1.3%
Nrf2 inh | -25% | 6% | -3% | 0% | 5% | -8%[9.27 µM] | -21% | 14% | ? | .
A549 viability | 2% | -2% | 6% | 13% | -5% | 1% | 0% | -2% | 8% | .
ATXN2 expr inh | -15% | 1% | -9% | 3% | 7% | -5% | 2% | 3% | 6% | .

Looked up by structure from the entries so far:
[3] CC(OC(=O)CNC(=O)c1cccs1)C(=O)Nc1ccc(S(N)(=O)=O)cc1 (stereo not given)
[9] COc1ccc(/C=C2\CCOC2=O)cc1
[6] CCCCCn1c(=O)[nH]c2cc(C(=O)Nc3ccc(F)c(F)c3)ccc2c1=O
[2] O=C1C2CCCCN2C(=O)N1CCN1CCN(c2cccc(Cl)c2)CC1 (stereo not given)
compound no. | 3 | 9 | 6 | 2
EPAC2 agonist | 12% | 5% | . | 5%
IL2 activator | 0.6 | 0.1 | . | 0.4
TGFb inhibitor | -2% | 12% | 2% | 18%
HepG2 tox | -37% | -3% | 2% | -8%
ATXN viability | i | i | ? | i
Nrf2 ARE act | 0.4% | 4.1% | -0.2% | -0.8%
Nrf2 inh | -3% | ? | -8%[9.27 µM] | 6%
A549 viability | 6% | 8% | 1% | -2%
ATXN2 expr inh | -9% | 6% | -5% | 1%

The listing picks up with the 3 entries that preceded the break.
[8] CCOCc1cc(C)[nH]c(=O)c1C#N
[9] COc1ccc(/C=C2\CCOC2=O)cc1
[10] Cc1cccc(-n2ncc3c2CCCC3NC(=O)c2cccs2)c1C (stereo not given)
[11] CCOC(=O)N1CCN(Cc2nc3cc(NC(=O)c4ccccc4Cl)ccc3n2C(C)C)CC1
[12] Cc1cccc(CS(=O)(=O)Cc2ccc(C(=O)NCCCN3CCOCC3)o2)c1
[13] CC1=C(C(N)=O)C(c2cccs2)n2nc(-c3cccc(Cl)c3)nc2N1 (stereo not given)
[14] CCC(Sc1nc2c(sc3ccccc32)c(=O)n1CCc1ccc(OC)c(OC)c1)C(=O)N(CC)CC (stereo not given)
[15] Cc1cc2c3c(c1)C1(C(=O)N3C(C)(C)CC2C)C(C#N)=C(N)Oc2cc(O)ccc21 (stereo not given)
[16] CCn1c(=O)c2c(nc3n2CCCN3c2cccc(C)c2)n(C)c1=O
[17] Cc1nn(-c2ccccc2)c(Cl)c1CN(C(=O)CCl)c1ccc(Cl)cc1
[18] CCOc1ccc(C(=O)NCc2ccc3c(c2)CCN3C(=O)c2ccc(C)cc2)cc1OCC
[19] O=C(NC(Cc1ccccc1)C(=O)O)OCc1ccccc1 (stereo not given)
[20] O=S(=O)(c1cccc(C(F)(F)F)c1)N1c2ccccc2-n2cccc2C1c1cccnc1 (stereo not given)
compound no. | 8 | 9 | 10 | 11 | 12 | 13 | 14 | 15 | 16 | 17 | 18 | 19 | 20
EPAC2 agonist | 10% | 5% | -4% | . | 1% | 6% | . | -2% | 12% | 4% | . | 7% | -12%
IL2 activator | -0.6 | 0.1 | -3.5 | . | 0.8 | -2.4 | . | -2.2 | -6.4 | -0.7 | . | 0.1 | -3.5
TGFb inhibitor | -1% | 12% | 3% | ? | 0% | -2% | ? | ? | -2% | 10µM* | 15% | 11% | ?
HepG2 tox | 14% | -3% | 2% | -29% | 0% | -21% | -29% | -30% | 22% | 7.9µM* | -15% | 6% | -51%
ATXN viability | i | i | i | . | ? | i | i | ? | i | 11µM* | . | i | i
Nrf2 ARE act | -0.8% | 4.1% | -1.3% | -0.1% | -0.1% | 18% | -0.7% | 0.3% | 2.2% | -2.9% | 4.7% | 0.0% | 4.1%
Nrf2 inh | 14% | ? | . | 24% | 0% | 13µM* | . | . | -11% | -8% | . | -15% | .
A549 viability | -2% | 8% | . | -16% | -4% | 0% | ? | -4% | 1% | -5% | -19% | -3% | .
ATXN2 expr inh | 3% | 6% | . | . | ? | 6% | -10% | ? | 1% | 14µM* | . | -3% | .

[21] CCN(CC)c1ccc(/C=N/NC(=O)c2cccc(S(=O)(=O)N3CCOCC3)c2)cc1
[22] Cc1ccc(OCC(=O)N2N=C(c3cccnc3)CC2(O)C(F)(F)F)cc1C (stereo not given)
[23] CN(C)CCNC(=O)Cc1ncc(C(F)(F)F)cc1Cl
[24] Cc1cc(=O)[nH]c(SCc2cccc3ccccc23)n1
[25] COc1ccc(N(C)C(=O)Cn2cnc3sc(C)c(S(=O)(=O)N4CCN(c5ncccn5)CC4)c3c2=O)cc1
[26] Cc1ccc(/C=C/c2onc(C)c2S(=O)(=O)N2CCC(C(=O)Nc3cc(C)ccc3C)CC2)cc1
[27] O=C(CNS(=O)(=O)c1ccccc1)OCc1cccc([N+](=O)[O-])c1
[28] Cc1cc(C(=O)NCc2ccc3c(c2)OCO3)n(-c2ccccc2)n1
[29] CCCn1c(=NC(=O)CS(=O)(=O)c2ccccc2)sc2cc(S(C)(=O)=O)ccc21
[30] Cc1cc(OCC(=O)Nc2cccc(S(=O)(=O)N3CCCCC3)c2)ccc1Cl
compound no. | 21 | 22 | 23 | 24 | 25 | 26 | 27 | 28 | 29 | 30
EPAC2 agonist | 1% | 4% | 4% | 10% | . | . | -6% | 2% | 0% | -4%
IL2 activator | 0.3 | -0.9 | -1.5 | -0.8 | . | . | -0.8 | 0.1 | 0.7 | -0.5
TGFb inhibitor | -7% | -16% | -1% | ? | -4% | -8% | 0% | 2% | -1% | ?
HepG2 tox | -16% | -1% | 8% | -3% | 4% | -3% | 16% | 6% | 10% | -25%
ATXN viability | i | i | i | i | i | i | i | i | i | i
Nrf2 ARE act | 3.9% | -0.7% | 0.1% | 13% | -0.2% | 0.5% | -0.9% | -0.1% | -0.5% | 2.7%
Nrf2 inh | ? | -8% | 10% | 3% | 16% | . | 0% | 14% | 18% | -4%
A549 viability | -20% | 3% | 6% | -1% | -3% | 3% | 0% | 6% | 2% | -5%
ATXN2 expr inh | -10% | -1% | -2% | 7% | 9% | 12% | 2% | 18% | -6% | -12%

[31] O=C(O)c1ccccc1C(=O)Nc1ccc(Oc2ccc3ccccc3c2)cc1
[32] Cc1ccccc1N1CC(c2nc3ccccc3n2Cc2ccc(Br)cc2)CC1=O (stereo not given)
[33] CCN(CC)S(=O)(=O)c1ccc2oc(SCc3ccc(F)cc3)nc2c1
[34] Cc1oc(-c2ccccc2F)nc1CS(=O)(=O)CC(=O)NCc1ccco1
[35] CC(C)C[C@@H](CNCC(=O)[C@H](C)NC(=O)c1[nH]cnc1C(=O)N[C@H](CN)CC(C)C)NC(=O)c1nc[nH]c1C(=O)N[C@@H](C)C(=O)O
[36] O=C(CC(=O)Nc1cccc(Cl)c1)N/N=C\c1ccccc1
[37] O=C(Nc1ccccc1Br)c1cc(=O)c2ccccc2o1
[38] CCN(c1ccccc1)S(=O)(=O)c1cc(C(=O)OC(C)C(=O)Nc2ccc3c(c2)OCCO3)ccc1C (stereo not given)
[39] CC(C)COC(=O)N1CCCCC1c1cc(C(=O)Nc2ccc3c(c2)OCO3)no1 (stereo not given)
[40] CCCCCCN1C=C/C(=C\C=C(C#N)C#N)c2ccccc21
compound no. | 31 | 32 | 33 | 34 | 35 | 36 | 37 | 38 | 39 | 40
EPAC2 agonist | 5% | . | -9% | 6% | 6% | -4% | 4% | 13% | 16% | -4%
IL2 activator | 1.1 | . | -0.4 | -2.6 | -0.1 | 1.4 | -0.5 | 0.8 | -0.7 | -2.6
TGFb inhibitor | 0% | ? | -13% | 0% | 2% | -6% | 1% | -25% | -11% | 6%
HepG2 tox | -11% | -102% | -5% | -10% | -4% | -10% | -27% | -36% | -13% | -19%
ATXN viability | i | ? | i | i | i | i | i | i | ? | .
Nrf2 ARE act | -0.1% | -4.6% | 2.3% | 4.2% | -1.0% | -0.1% | ? | -0.1% | -1.0%[9.22 µM] | -0.8%
Nrf2 inh | 19% | -13% | 18µM* | -7% | 10% | ? | ? | -14% | . | 18µM*
A549 viability | -1% | 2% | -17% | -10% | -10% | -7% | -1% | 2% | . | 6.5µM*
ATXN2 expr inh | -25% | ? | -14% | -21% | 4% | -1% | 39% | . | -29% | ?

Hits appear at their usual frequency. About 4.3% of those tested had a hit in this group.
